# Plk1 PBD FP: blocks phosphopeptide binding to human Plk1 polo box domain; P53350; inhibition, %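 (tested at about 20 µM)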; Plk1 PBD phosphopeptide binding, fluorescence polarization; actives 0.13% (n = 97,000); in the data active = inhibition above about 34%, passing the limit was not always enough
# PLAP activator: human PLAP activation; activation fold at 20 µM; actives 1.2% (n = 96,000); purified PLAP enzyme, luminescent substrate read-out; hits give high values; in the data active = activation fold above about 2
# CYP2C19 act: activators of human cytochrome P450 2C19; P33261; recombinant CYP2C19, luciferin-H EGE luminescence; hits give high values; 0 = fully inhibited enzyme, 1 = untreated enzyme; activation factor at 5 µM; 96,000 tested, under 10 active;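 active = activation factor of at least 2 at 5 µM in the primary screen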;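 note: 0 = wells with 2.5 mM tranylcypromine and 1 = vehicle-only wells; values of inactives mirror those of a sister screen read the other way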
# Target sequence (P33261 whole entry, looked up): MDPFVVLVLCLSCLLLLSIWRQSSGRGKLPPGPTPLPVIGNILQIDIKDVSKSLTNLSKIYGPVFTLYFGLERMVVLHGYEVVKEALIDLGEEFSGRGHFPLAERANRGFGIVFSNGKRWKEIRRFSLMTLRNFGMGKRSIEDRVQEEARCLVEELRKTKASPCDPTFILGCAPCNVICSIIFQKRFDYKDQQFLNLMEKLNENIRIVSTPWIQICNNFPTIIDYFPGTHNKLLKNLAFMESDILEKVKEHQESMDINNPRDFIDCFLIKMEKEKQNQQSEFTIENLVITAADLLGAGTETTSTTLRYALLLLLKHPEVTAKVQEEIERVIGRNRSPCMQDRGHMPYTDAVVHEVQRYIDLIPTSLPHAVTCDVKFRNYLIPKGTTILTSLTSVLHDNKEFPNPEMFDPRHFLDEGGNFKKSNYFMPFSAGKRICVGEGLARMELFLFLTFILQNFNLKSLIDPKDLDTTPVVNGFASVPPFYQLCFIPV
# EphB4 antag: antagonists of human EphB4-ephrin-B2 interaction. P54760. EphB4 LBD / TNYL-RAW-Alexa532 peptide, fluorescence polarization. inhibition, % at 7 µM. actives 0.15% (n = 97,000);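 active = inhibition above the screen-wide mean inhibition plus 3 SD, cut at about 15% in these data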;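 note: 0% = DMSO wells and 100% = excess unlabeled TNYL-RAW peptide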
# CYP2C9 inhib: human CYP2C9 inhibition. P11712. AID 777. actives 20% (n = 96,000). inhibition, % at 5 µM. CYP2C9 Supersomes, luciferin-H conversion, luminescence;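 active = blocking of liver enzyme CYP2C9 beyond about 50% at 5 µM, limit read from the data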; note: values of inactives mirror those of a sister screen read the other way
# Target sequence (P11712 whole entry, looked up): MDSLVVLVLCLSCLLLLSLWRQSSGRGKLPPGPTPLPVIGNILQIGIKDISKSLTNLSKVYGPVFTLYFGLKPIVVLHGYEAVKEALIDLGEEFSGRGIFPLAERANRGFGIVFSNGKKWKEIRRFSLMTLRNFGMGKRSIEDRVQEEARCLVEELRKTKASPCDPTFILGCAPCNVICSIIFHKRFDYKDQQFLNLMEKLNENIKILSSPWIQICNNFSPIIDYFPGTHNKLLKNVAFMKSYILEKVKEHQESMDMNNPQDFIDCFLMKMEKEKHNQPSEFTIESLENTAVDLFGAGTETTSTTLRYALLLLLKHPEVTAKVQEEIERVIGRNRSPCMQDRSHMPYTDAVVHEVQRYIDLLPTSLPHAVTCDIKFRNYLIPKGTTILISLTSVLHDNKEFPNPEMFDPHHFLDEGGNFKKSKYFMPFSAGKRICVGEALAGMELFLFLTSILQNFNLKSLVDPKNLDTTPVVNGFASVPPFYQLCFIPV
# PLK1 kinase inh: PLK1 (human) kinase inhibition. actives 0.53% (n = 97,000). P53350. recombinant PLK1 kinase, TR-FRET peptide phosphorylation. inhibition, % at 10 µM;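 active = inhibition of 50% or more in the single-concentration screen; inactive = inhibition below 50%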;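 note: 0% = DMSO max control and 100% = H-89 dihydrochloride min control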
# CYP2C9 activ: CYP2C9 (human) activation; recombinant CYP2C9, luciferin-H conversion, luminescence; hits give high values; factor 1 = untreated enzyme, 0 = blocked; activation factor at 5 µM; actives 1.4% (n = 96,000); AID 1024;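 active = activation factor of 2 or more for CYP2C9 at a 5 µM dose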;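 note: 0 = sulfaphenazole-blocked wells and 1 = vehicle-only wells; values of inactives mirror those of a sister screen read the other way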
# CYP2C19 inh: blocks human cytochrome P450 2C19 | P33261 | CYP2C19 Supersomes, luciferin-H EGE luminescence, 30 min | inhibition, % at 5 µM | actives 21% (n = 96,000);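 active = CYP2C19 inhibition above a set limit at 5 µM in the primary screen, cut at about 50% in these data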;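 note: plate controls were negative control wells for no effect and 2.5 mM tranylcypromine positive control for full effect; values of inactives mirror those of a sister screen read the other way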
# Rev-RRE block: inhibitors of HIV-1 Rev-RRE RNA interaction | P05866 | Rev peptide-RRE RNA binding, FRET | inhibition, % at 8 µM | actives 0.79% (n = 97,000) | AID 704;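 active = inhibition above the screen-wide mean plus 3 SD, cut at about 35% in these data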;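 note: 0% = median DMSO wells and 100% = median Neomycin B control wells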
# Target sequence (P05866 whole entry, looked up): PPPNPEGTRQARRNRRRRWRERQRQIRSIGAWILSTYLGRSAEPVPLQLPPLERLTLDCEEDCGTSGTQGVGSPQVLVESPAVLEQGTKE
#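 Probe or stimulus: fluorescein-Rev peptide as binding partner; assay system: Cy5-tagged RRE RNA duplex with fluorescein-tagged Rev peptide; timing: 5 min compound–RNA preincubation, then 15 min with peptide, 25 °C; medium: HEPES pH 7.5 buffer with KCl, MgCl2, NaCl and EDTA; signal: fluorescein-to-Cy5 FRET, 480 nm excitation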
# * marks the source's active call; other numbers are inactive results; · = no result given; [ ] = remark or other dose.
nr	Compound	Plk1 PBD FP	PLAP activator	CYP2C19 act	EphB4 antag	CYP2C9 inhib	PLK1 kinase inh	CYP2C9 activ	CYP2C19 inh	Rev-RRE block
1	CCCCCCN=Cc1c(O)n(C)c(=O)n(C)c1=O	-24.8	1.1	1	-3.1	-2.0	-0.1	1	2.4	0.9
2	CSc1nnc(C2CCNCC2)n1C	-15.7	1	1.2	-1.0	-12.1	-12.0	1.1	-22.4	4.3
3	CCCCCc1nc2ccccc2c(=O)n1-c1ccc(Cl)cc1[N+](=O)[O-]	-3.3	1	1	-2.2	5.0	-7.8	0.9	4.5	1.1
4	Cc1ccccc1NC1=NCCCS1	2.4	0.9	1	-0.3	0.3	-11.4	1	1.9	7.6
5	CCN(CC)c1ccc(/C=C2/C(=O)NC(=O)N(CC3CCCO3)C2=O)cc1 (stereo not drawn)	-16.8	1	0.6	4.8	-23.3	-5.8	1.2	36.5	89.5*[fluorescence artefact?]
6	CC(=O)O[C@]1(c2ccccc2)CCN(C)[C@H]2CCCC[C@@H]21	24.9	·	·	0.5	·	-5.9	·	·	-7.9
7	Cc1sc2nc(COC(=O)Cc3ccccc3)[nH]c(=O)c2c1C	-32.0	1.4	0.6	7.3	60.5*	29.8	0.4	40.4	17.4
8	CCCCC1(CCCC)C(=O)NC(=Nc2cccc(C)c2)NC1=O	-9.8	1.1	0.4	5.5	60.3*	-4.9	0.4	61.1*	6.0
9	COc1cccc(-n2c(O)c(C=NCCN3CCOCC3)c(=O)[nH]c2=O)c1	-13.8	0.8	1.1	4.4	-20.0	-6.2	1.2	-10.9	8.9
10	CC(=O)C1C2c3ccccc3OC1(C)N=c1s/c(=C/c3cn(C)nc3C)c(=O)n12 (stereo not drawn)	5.3	1.3	0.8	-3.0	22.7	-9.5	0.8	20.2	0.6
11	c1cncc(CNC2=NCCCCC2)c1	-2.1	1	1	-0.3	-13.4	-11.0	1.1	-4.3	2.5
12	O=C(Nc1ccc(Cl)cc1C(=O)c1ccccc1)c1ccc(Br)o1	-18.2	1.1	1.1	-11.1	-8.5	-3.5	1.1	-14.7	-0.2
13	Cn1c(C(=O)N2CCC3(CC2)OCCO3)cc2c(=O)n(C)c3ccccc3c21	-9.6	1.1	1	5.7	-4.0	-7.1	1	-3.1	8.1
14	CC1=NN(c2ccccc2)C(=O)C1/C=C1\C(=O)NC(=O)N(c2ccc(C)c(C)c2)C1=O (stereo not drawn)	5.5	0.9	1.1	-5.2	67.7*	-6.3	0.3	-14.8	6.7
15	Cc1ccc2c(c1)CC1(CN2C)C(=O)NC(=O)N(C(C)C)C1=O (stereo not drawn)	2.9	0.9	0.2	3.7	29.8	-12.9	0.7	81.8*	0.8

# Exported with two lines to a compound: four of the compounds above
# Results follow in this order: Plk1 PBD FP	PLAP activator	CYP2C19 act	EphB4 antag	CYP2C9 inhib	PLK1 kinase inh	CYP2C9 activ	CYP2C19 inh	Rev-RRE block
[4] Cc1ccccc1NC1=NCCCS1
  2.4	0.9	1	-0.3	0.3	-11.4	1	1.9	7.6
[5] CCN(CC)c1ccc(/C=C2/C(=O)NC(=O)N(CC3CCCO3)C2=O)cc1 (stereo not drawn)
  -16.8	1	0.6	4.8	-23.3	-5.8	1.2	36.5	89.5*[fluorescence artefact?]
[6] CC(=O)O[C@]1(c2ccccc2)CCN(C)[C@H]2CCCC[C@@H]21
  24.9	·	·	0.5	·	-5.9	·	·	-7.9
[7] Cc1sc2nc(COC(=O)Cc3ccccc3)[nH]c(=O)c2c1C
  -32.0	1.4	0.6	7.3	60.5*	29.8	0.4	40.4	17.4

# Next section.
nr	Compound	Plk1 PBD FP	PLAP activator	CYP2C19 act	EphB4 antag	CYP2C9 inhib	PLK1 kinase inh	CYP2C9 activ	CYP2C19 inh	Rev-RRE block
16	CC1=CC(=O)NP(=O)(Oc2ccc3ccccc3c2)N1 (stereo not drawn)	2.6	0.9	1	2.2	-3.1	-1.4	1	-3.2	6.7
17	Cc1ccc(-n2c(O)c(C=NCCN3CCOCC3)c(=O)[nH]c2=O)cc1	44.1*	1.2	0.9	-4.7	21.7	-34.5	0.8	13.8	6.2
18	COc1ccccc1N1CCN(C(CNC(=O)Oc2ccccc2)c2cccnc2)CC1 (stereo not drawn)	5.2	1.3	0.6	-0.4	44.1	-10.2	0.6	39.7	1.0
19	CC(C)(C)n1c(O)c(C=Nc2ccc3c(c2)CCC3)c(=O)[nH]c1=O	-16.4	1.6	0.6	2.4	73.8*	-12.1	0.3	38.5	18.5
20	O=c1c2ccccc2nc(-c2ccoc2)n1-c1ccccc1Cl	-6.5	0.7	0.6	-4.0	42.0	-33.6	0.6	36.9	5.5
21	CCC(=NC1CC1)c1c(O)n(C2CCCCC2)c(=O)[nH]c1=O	6.6	1.1	0	6.9	1.5	2.4	1	98.8*	7.5
22	COc1ccccc1N1CCN(Cc2cc(C)c(C)cc2O)CC1	12.6	1.6	0.2	6.3	-110.3	-7.6	2.1*	79.0*	3.8
23	CCOC(=O)N(CC)c1ccc(C(O)(C(=O)OC)C(F)(F)F)cc1 (stereo not drawn)	-7.8	1.1	0.4	4.6	33.7	-6.0	0.7	64.4*	-1.5
24	OCCOCC#CCN1CCOCC1	17.2	0.8	1.1	-2.1	5.6	-1.1	0.9	-6.6	6.4
25	OC12CCCCC1C(c1ccccc1)NCC2 (stereo not drawn)	-17.7	0.9	1	3.9	-0.5	0.4	1	-0.9	7.2
26	CNC(C)Cc1ccccc1Sc1ccc(O)cc1 (stereo not drawn)	0.1	0.9	1	9.1	-2.3	-8.6	1	1.6	-5.0
27	Cc1ccc(-c2nc(N(C)C3CCN(C)CC3)c3ccccc3n2)cc1	5.7	1.5	0.9	1.7	-12.6	2.0	1.1	5.0	-0.2
28	Nc1c(C(=O)NCCN2CCOCC2)c2nc3ccccc3nc2n1Cc1ccco1	4.1	1.5	0.8	2.9	27.1	3.7	0.7	17.2	44.9*
29	O=c1[nH]c(=O)n(CCc2ccc(F)cc2)c(O)c1C=NCCCn1ccnc1	·	1.4	0.5	·	68.1*	·	0.3	47.2	·
30	O=C(CF)NC(Nc1cccc2cccnc12)C(Cl)(Cl)Cl (stereo not drawn)	4.9	0.9	0.1	-2.5	40.6	1.9	0.6	88.9*	1.2

# Two of these compounds, reformatted:
20	O=c1c2ccccc2nc(-c2ccoc2)n1-c1ccccc1Cl
21	CCC(=NC1CC1)c1c(O)n(C2CCCCC2)c(=O)[nH]c1=O
assay / compound,20,21
Plk1 PBD FP,-6.5,6.6
PLAP activator,0.7,1.1
CYP2C19 act,0.6,0
EphB4 antag,-4.0,6.9
CYP2C9 inhib,42.0,1.5
PLK1 kinase inh,-33.6,2.4
CYP2C9 activ,0.6,1
CYP2C19 inh,36.9,98.8*
Rev-RRE block,5.5,7.5

# Continuation.
nr	Compound	Plk1 PBD FP	PLAP activator	CYP2C19 act	EphB4 antag	CYP2C9 inhib	PLK1 kinase inh	CYP2C9 activ	CYP2C19 inh	Rev-RRE block
31	CC1CCN(S(=O)(=O)c2ccc(NN=C(C#N)C#N)cc2)CC1	-1.3	1.1	1	-0.2	93.5*	-20.9	0.1	3.5	7.5
32	O=c1[nH]c(=S)n(Cc2ccc(F)cc2)c(O)c1C=NCc1cccnc1	24.7	0.9	0.3	5.5	15.4	-10.0	0.8	66.1*	11.9
33	CCCCn1c(O)c(C(C)=NCCN2CCOCC2)c(=O)[nH]c1=O	12.5	0.7	1.1	-3.4	27.9	0.4	0.7	-10.7	2.7
34	CCOP(=O)(OCC)C(NC(=O)C(C)C)C(Cl)(Cl)Cl (stereo not drawn)	-12.1	0.9	0.9	2.5	-0.1	8.8	1	5.6	2.5
35	CC(C(=O)Nc1ccc(Br)cc1C(=O)c1ccccc1)N1CCOCC1 (stereo not drawn)	-0.4	1.7	0.4	5.2	54.8*	-13.6	0.5	60.6*	12.5
36	COC(=O)C(O)(c1ccc(NC(=S)NC(=O)c2ccccc2)cc1)C(F)(F)F (stereo not drawn)	-16.7	0.9	0.9	-3.9	50.4*	-5.1	0.5	9.2	0.3
37	CC1(C)CC(=O)C(C=NCCN2CCN(C(=O)Cc3ccc(Cl)cc3)CC2)=C(O)C1	18.1	1.6	0.1	1.2	63.2*	-5.3	0.4	90.3*	0.3
38	CCCCNc1ccncc1S(=O)(=O)NC(=O)NC(C)C	-15.8	·	·	-0.9	·	-7.0	·	·	2.3
39	CSC1=NP(=S)(SC)N(C)c2nc3n(c21)CCC3 (stereo not drawn)	-42.0	1	0.9	5.8	9.2	-1.9	0.9	8.2	7.5
40	CC(C)CCNC(=O)c1c(N)n(Cc2ccc3c(c2)OCO3)c2nc3ccccc3nc12	13.2	1.4	1	0.7	7.4	-8.8	0.9	-3.2	19.0
41	COc1ccc(/C=C2/C(=O)NC(=O)N(C3CCCCC3)C2=O)cc1CSc1ccccn1	-19.7	1.2	0.4	11.6	23.2	-7.2	0.8	56.2*	0.8
42	c1ccc2c(CNC3CCCCCC3)c[nH]c2c1	0.7	0.7	0.8	0.2	8.0	-11.1	0.9	22.1	-2.0
43	Cc1cccc(-n2c(CN3C(=O)c4ccccc4C3=O)nc3ccccc3c2=O)n1	0.5	·	·	-4.9	·	-8.3	·	·	1.7
44	O=C(O)c1nonc1-c1nonc1C(=O)O	4.2	0.8	1	-11.3	0.1	2.1	1	3.0	-1.0
45	CCOC(=O)C1CN(C)CCC1=O (stereo not drawn)	-16.3	1	1	-8.2	1.1	0.1	1	-3.5	8.2
46	CN1CCN(C(=O)COc2ccc3ccccc3c2Br)CC1	·	1.3	0.3	·	-26.3	·	1.3	66.5*	·
47	O=P(NS(=O)(=O)c1ccccc1)(Oc1ccccc1)Oc1ccccc1	8.1	1.3	1	-1.6	65.1*	-4.9	0.3	-0.5	-3.9
48	Cc1ccccc1-n1c(O)c(C=NCCN2CCOCC2)c(=O)[nH]c1=O	22.0	0.8	1.1	-6.8	-16.0	-16.8	1.2	-7.7	1.3
49	Cc1ccc(N2CCN(CCc3ccccc3)CC2)cc1	2.2	1	0.6	-1.1	4.0	-13.1	1	44.2	2.2
50	CN(C)CC#CCOCCOCCC#N	-18.6	1.1	0.8	2.1	-9.8	-9.5	1.1	18.2	-1.2
51	COCCNP(=O)(c1ccccc1)c1nc2ccccc2s1 (stereo not drawn)	-1.0	1	1	1.6	38.2	-6.4	0.6	4.1	5.9
52	CC[n+]1c(/C=C/N(C)c2ccccc2)sc2ccc(Cl)cc21	-22.1	0.7	0.7	-0.5	0.0	-9.4	1	31.2	-3.6
53	O=C1c2ccccc2C2(c3ccc(Cl)cc3)NCCN12 (stereo not drawn)	4.5	0.8	0.7	-0.1	2.2	0.2	1	29.5	8.2
54	O=C(Nc1cccc(OC(=O)N2CCOCC2)c1)N1CCOCC1	-12.5	0.9	1	1.2	-7.0	-2.6	1.1	-1.4	12.1
55	Cc1cc(NC(=O)COC(=O)c2c(C)nn(Cc3ccccc3Cl)c2C)no1	-21.5	0.8	1	5.6	-0.2	-4.7	1	-0.8	1.7
56	COc1ccc(CCNCc2ccc(OC)c(OC)c2OC)cc1	-12.8	0.9	0.4	-7.0	8.3	-16.4	0.9	62.5*	-1.1
57	COc1cc2c(cc1OC)C(C(=O)N1CCC3(CC1)OCCO3)C(c1ccccc1F)N(C)C2=O (stereo not drawn)	7.7	·	·	-3.0	·	-14.5	·	·	4.8
58	c1cc2c(cc1CCNC1C3CC4CC(C3)CC1C4)OCO2 (stereo not drawn)	12.6	·	·	2.7	·	-12.0	·	·	-0.7
59	CCCCOC(=O)C1=C(N)OC2=C(C(=O)CC(C)(C)C2)[C@]12C(=O)N(C)c1ccccc12	·	0.9	0.9	·	1.6	·	1	12.0	·
60	Cc1ccc(N2C(=O)NC(=O)C3(Cc4ccccc4N4CCCC43)C2=O)cc1 (stereo not drawn)	-4.3	·	·	-0.9	·	-9.2	·	·	4.3

# The list is partial (hit frequency here may not be typical).
